Screens: PubChem BioAssay, several laboratories
BoNT-F LC inh: blocks Botulinum neurotoxin F light chain protease | Multiplex microsphere protease cleavage assay, flow cytometry | inhibition, % at 10 µM | 360,000 compounds, 0.22% hits | AID 588497; in the data active means inhibition above about 35%, passing the limit was not always enough; inconclusive means no clear call, values can overlap the other calls; further: plate controls were buffer without enzyme for full effect and enzyme alone for no effect
FadD28 binding: M. tuberculosis FadD28 bisubstrate binding inhibition; 360,000 compounds, 0.22% hits; inhibition, % at 12.5 µM; FadD28 bisubstrate probe binding, fluorescence polarization; in the data active means inhibition above about 8.5%, passing the limit was not always enough; inconclusive means no clear call, values can overlap the other calls
CCHFV vOTU inh: blocks the CCHF virus ovarian tumor domain protease; AID 651958; CCHFV vOTU protease, Pep-AMC fluorescence; inhibition, % at 11.5 µM; 370,000 compounds, 0.55% hits; in the data active means inhibition above about 30%; further: 0% = vehicle wells with enzyme and 100% = no enzyme wells
PfHsp40 rescue: rescue of PfHsp40-mediated yeast toxicity | S. cerevisiae expressing PfHsp40, growth rescue, ATP luminescence | growth rescue, % at 12.5 µM | 340,000 compounds, 0.68% hits; in the data active means growth rescue above about 28%, passing the limit was not always enough; inconclusive means no clear call, values can overlap the other calls;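 further: yeast W303a lacking pdr1 and pdr3 grown in galactose medium; growth measured after three days at 30 °C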
BoNT-A LC inh2: BoNT A light chain protease inhibition | multiplex microsphere protease substrate cleavage, flow cytometry | inhibition, % at 10 µM | 360,000 compounds, 0.17% hits; further: plate controls were buffer without enzyme for full effect and enzyme alone for no effect
TcdB inh: blocks C. difficile toxin B glycohydrolase activity; 350,000 compounds, 0.24% hits; inhibition, % at 9.99 µM; TcdB glycohydrolase enzymatic assay, plate reader; P18177; in the data active means inhibition above about 10%
Yp Topo-I inh: inhibitors of Yersinia pestis topoisomerase I; activity, % at 10 µM; Y. pestis Topo-I cleavage product accumulation, plate reader; 360,000 compounds, 0.064% hits; in the data active means activity above about 50%, passing the limit was not always enough; inconclusive means no clear call, values can overlap the other calls; further: inactives centre near 2
PrPC surface inh: reduces human prion protein on the cell surface; cell surface PrPC, TR-FRET read-out; inhibition, % at 13.8 µM; 370,000 compounds, 0.43% hits; in the data active means inhibition above about 24%; further: 0% = median of the test wells and 100% = reference compound wells
Anthrax LF prot: blocks Bacillus anthracis lethal factor protease; P15917; multiplex microsphere protease cleavage assay, LF; inhibition, % at 10 µM; 360,000 compounds, 0.12% hits; AID 588501; further: plate controls were buffer without enzyme for full effect and enzyme alone for no effect
Target sequence (P15917 whole entry, looked up): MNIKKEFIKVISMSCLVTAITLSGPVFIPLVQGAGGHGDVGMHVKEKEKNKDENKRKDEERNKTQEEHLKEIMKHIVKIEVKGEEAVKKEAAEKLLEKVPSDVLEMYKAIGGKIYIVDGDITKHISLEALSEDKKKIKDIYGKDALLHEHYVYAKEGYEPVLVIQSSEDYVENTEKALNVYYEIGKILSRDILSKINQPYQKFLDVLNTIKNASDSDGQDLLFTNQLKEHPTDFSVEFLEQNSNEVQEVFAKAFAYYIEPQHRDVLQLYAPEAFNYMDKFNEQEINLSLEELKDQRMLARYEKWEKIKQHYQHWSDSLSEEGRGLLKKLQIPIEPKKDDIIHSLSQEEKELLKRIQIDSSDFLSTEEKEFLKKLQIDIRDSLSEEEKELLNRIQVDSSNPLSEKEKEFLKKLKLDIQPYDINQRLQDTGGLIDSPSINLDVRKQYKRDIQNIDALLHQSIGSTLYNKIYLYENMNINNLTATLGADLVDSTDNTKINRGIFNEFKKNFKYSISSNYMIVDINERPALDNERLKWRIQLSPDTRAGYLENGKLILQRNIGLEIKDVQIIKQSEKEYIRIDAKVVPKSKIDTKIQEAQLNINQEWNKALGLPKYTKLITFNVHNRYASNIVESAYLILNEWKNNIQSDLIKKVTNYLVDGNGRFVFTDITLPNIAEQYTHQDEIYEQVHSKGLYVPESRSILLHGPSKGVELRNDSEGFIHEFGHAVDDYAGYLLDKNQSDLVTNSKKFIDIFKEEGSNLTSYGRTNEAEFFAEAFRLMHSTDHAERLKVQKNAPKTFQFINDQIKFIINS
An asterisk follows results filed as active; ? = inconclusive; / = not tested or not shown; & = joins results of further samples. Unless noted, no stated cut-off is given here; in the data, active means inhibition above about 30%; inconclusive means no clear call, values can overlap the other calls; inactive means below that.

SMILES	BoNT-F LC inh	FadD28 binding	CCHFV vOTU inh	PfHsp40 rescue	BoNT-A LC inh2	TcdB inh	Yp Topo-I inh	PrPC surface inh	Anthrax LF prot
Cc1ccc(S(=O)(=O)N2CCN(c3ccc([N+](=O)[O-])c(Sc4nncn4C)c3)CC2)cc1	-1	-4.2	1	-0.3	-0.3	/	15	-36	0
Cc1ccc(C)c(N2CCN(C(=S)Nc3ccc4nc(N5CCOCC5)cc(C)c4c3)CC2)c1	-2	-0.6	-21	0.7	1.6	/	5	7	-1
O=C(NCCNC(=O)c1cccs1)c1ccco1	31	-0.9	-4	-0.5	1.2	/	5	3	-4
CCOC(=O)[C@]12CCC=C1N(Cc1ccc(Cl)cc1Cl)C(=O)[C@H](CC(=O)NCCCOC)C2	-10	/	13	/	-0.8	1.8	/	3	-1
CN(C)S(=O)(=O)c1cccc(-c2nnc(SCc3cc(Cl)cc4c3OCOC4)n2N)c1	-3	0.2	3	-0.5	0.0	/	-3	1	-3
CCOCCOCCC(C(=O)O)P(=O)(c1ccccc1)c1ccccc1 (stereo not given)	4	-0.1	-1	-1.1	0.3	/	-6	-5	0
O=C(O)c1c[nH]c(=O)c2ccccc12	4	-3.5	-13	0.3	0.4	1.1	-6	-2	0
O=C(c1cc2cc([N+](=O)[O-])ccc2oc1=O)N1CCOCC1	-1	1.6	7	-0.2	-0.5	-0.1	-2	2	2
CC(=O)Nc1nnc(SCC(=O)c2ccc3c(c2)Cc2ccccc2-3)s1	-1	-1.6	0	-0.4	0.6	/	3	-2	-2
N#CCCC1CCCC=C1N(Cc1ccccc1)C(=O)C(Cl)Cl (stereo not given)	-3	-4.8	-5	-1.4	-0.7	2.0	2	2	-4
C/C(=N/NC(=O)c1ccc(C(C)(C)C)cc1)c1ccccn1	-9	-0.7	-6	21	-6.8	1.1	-3	-1	2
Cc1cccc2cc(CN(Cc3nnnn3C3CCCCC3)C3CCCC3)c3nnnn3c12	-3	-2.3	-7	12	-0.3	/	-1	-3	-2
C/C(CC(=O)Nc1cccc(C(F)(F)F)c1)=N\NC(=O)c1cnccn1	-6	-1.5	5	0.8	-0.2	0.8	0	-3	-12
COc1ccc(C(CNC(=O)c2cccc(S(=O)(=O)N3CCCCC3)c2)N2CCCC2)cc1 (stereo not given)	9	-1.7	-8	-0.6	-4.6	0.2	5	-4	-4
CC1CCN(C(=O)Cn2ncc3c4ccccc4n(C)c3c2=O)CC1	-8	-0.4	-4	0.6	1.0	0.5	-4	3	-2
CCOC(=O)C(O)(c1ccc(N(CC)C(=O)COc2ccccc2)cc1)C(F)(F)F (stereo not given)	18	-0.7	/	0.2	1.3	/	7	/	1
CN(C(=O)c1cccc(NC(=O)Cc2cccc(NC(=O)C3CCCN(C(=O)CCc4ccccc4)C3)c2)c1)C1CCC1 (stereo not given)	-2	-4.4	6	1.1	0.1	-1.3	11	13	-1
COc1cccc(NC(=O)CN(C)C(=O)CCNC(=O)c2ccccc2Cl)c1	-4	-2.4	11	-1.3	0.2	0.2	-2	-6	-8
COc1ccc(C2C(C#N)=C(N)Oc3cc(N)ccc32)cc1OC (stereo not given)	-8	0.8	-6	0.7	-3.0	/	2	-17	-4
CCCCN1C(=O)CC(N2CCOCC2)C1=O (stereo not given)	0	0.3	5	0.4	0.0	/	-1	-2	0
C=C1CCC2[C@](C)(CO)[C@H](O)CC[C@@]2(C)[C@@H]1/C=C/C1=CCOC1=O (stereo not given in full)	-5	-4.0	-3	0.7	0.6	1.1	5	13	-2
S=c1ccc2ccccc2[nH]1	3	-1.3	13	-0.4	-0.4	-1.1	-3	6	-5
NC(c1ccc(F)c(F)c1)c1nc(-c2ccc3ccccc3c2)cs1 (stereo not given)	-4	-4.4	5	/	0.0	0.0	-2	4	1
CCOC(=O)N1CCN(C(=O)c2csc3c2CCCCC3)CC1	5	-4.7	10	0.5	0.2	/	3	3	-2
CCCCN1CC[C@H]2C=CC[C@@H](C(=O)Nc3ccc(Cl)c(C(F)(F)F)c3)[C@H]2C1=O	0	-3.6	-3	-0.6	-0.2	1.2	-3	-1	1
SMILES	BoNT-F LC inh	FadD28 binding	CCHFV vOTU inh	PfHsp40 rescue	BoNT-A LC inh2	TcdB inh	Yp Topo-I inh	PrPC surface inh	Anthrax LF prot
O=C(NCCOc1ccccc1)c1ccccc1F	-4	-1.5	14	/	-0.3	-7.8	2	3	-2
C/C(=N/Nc1ncc(Br)cn1)c1ccc([N+](=O)[O-])cc1	?	-3.2	17	2.6	-2.0	-5.1	-3	-29	12
CCN(CC(=O)Nc1cc(Cl)ccc1OC)CC(=O)NC1CCS(=O)(=O)C1 (stereo not given)	2	-3.7	-13	-1.3	-0.3	2.5	2	6	-3
Cc1ccc(-c2onc3ccc(Cl)cc23)cc1	5	-4.2	-13	2.7	2.0	/	3	1	0
O=C(Nc1ccccc1F)NC1CCCCCCC1	-8	?	12	1.8	-0.7	-3.2	2	6	-1
O=[N+]([O-])c1ccc(-n2nnnc2CN2CCCCC2)cc1	2	-3.6	-6	-0.5	0.1	-0.6	6	-16	-2
O=C(COC(=O)CCc1nc2ccccc2c(=O)[nH]1)NC(c1ccccc1)c1ccccc1	1	-0.3	-4	-0.5	1.1	0.8	-4	8	0
C[C@@H]1CN([C@@H](C)CO)C(=O)CCCn2nncc2CO[C@@H]1CN(C)S(=O)(=O)c1ccc(Oc2ccccc2)cc1	0	-2.3	10	/	-0.1	-0.5&-5.5&-1.3	35	-4	-10
CCOC(=O)CCSc1nnc(-c2cccnc2)n1-c1ccccc1OC	-4	-3.3	-20	0.5	-0.7	/	-6	-2	-1
Cc1ccc(C(=O)C2=C(O)C(=O)N(CC3CCCO3)C2c2ccccc2F)o1 (stereo not given)	-9	0.1	5	-1.7	-2.2	0.2	1	0	8
NNC(=O)Cn1c(-c2ccccc2)cc(=O)n2ncnc12	-7	-1.2	-1	-1.2	-0.7	-3.5	18	-6	0
O=C(Nc1ncccc1O)c1ccc(S(=O)(=O)NCc2ccco2)cc1	-3	0.4	-3	/	-0.2	0.7	6	-1	0
CC1(C)CC(=O)C(C(C2=C(O)CC(C)(C)CC2=O)c2ccc(Br)s2)C(=O)C1 (stereo not given)	-2	-4.2	6	-0.2	0.0	-1.6	-5	-1	0
Cn1c(N)c(C(=O)COC(=O)/C=C/c2ccccc2F)c(=O)n(C)c1=O	-1	-4.4	-1	0.4	-1.1	0.3	5	4	-2
O=C(CCNc1ccc(F)cc1)c1cc2ccccc2o1	3	-3.7	15	-0.7	0.3	1.5	4	3	0
Cc1cc(C)c(OCCN2CC(C)OC(C)C2)c(Br)c1 (stereo not given)	8	0.1	0	-1.1	1.9	1.2	-8	-1	-1
CNS(=O)(=O)c1ccc(CNC[C@H]2O[C@@H](n3cnc(C(N)=O)n3)[C@H](O)[C@@H]2O)cc1	-3	-2.9	10	-2.1	0.1	3.1	-9	-7	-2
CCCCN(CC)CCCNC(=S)Nc1ccc2nc3n(c(=O)c2c1)CCCCC3	-4	-0.3	3	-0.3	-0.8	-0.7	8	-5	-5
COc1ccc(CNC(=O)c2ccc(C(C)C)cc2)cc1	2	0.6	8	0.0	0.2	0.9	17	4	0
COc1ccc(NC(=O)c2ccc(NCCCN3CCOCC3)c([N+](=O)[O-])c2)cc1	-11	-0.9	-4	-0.6	-0.1	1.4	11	-33	-4
COC(C(=O)Nc1ccnn1C1CCN(C(=O)c2cccc(F)c2)CC1)c1ccccc1 (stereo not given)	-3	-1.5	9	-0.4	-0.3	0.2	-5	5	-2
Cc1cc(C)n(-c2cc(C(C)(C)C)nc3c(-c4ccccc4)cnn23)n1	-1	-1.4	0	9.4	0.1	0.3	20	-3	-14
COc1ccc(NC(=O)/C=C/c2cc(OC)c(OC)c(OC)c2)cn1	2	-2.0	-11	0.6	0.2	1.5	-7	2	-8
CCN1CCN(c2cc(=O)n(Cc3ccc(F)cc3)c(=O)[nH]2)CC1	1	1.0	-10	1.6	-0.1	2.1	-6	-3	3
Cc1ccccc1CC1(CO)CCCN(C(=O)c2ccc(F)cc2)C1 (stereo not given)	-7	-1.2	-7	-0.5	-1.0	1.2	10	1	-3

Compound profiles (already shown):
Listed for CC1(C)CC(=O)C(C(C2=C(O)CC(C)(C)CC2=O)c2ccc(Br)s2)C(=O)C1 (stereo not given) = BoNT-F LC inh = -2; FadD28 binding = -4.2; CCHFV vOTU inh = 6; PfHsp40 rescue = -0.2; BoNT-A LC inh2 = 0.0; TcdB inh = -1.6; Yp Topo-I inh = -5; PrPC surface inh = -1; Anthrax LF prot = 0
Listed for O=C(COC(=O)CCc1nc2ccccc2c(=O)[nH]1)NC(c1ccccc1)c1ccccc1 = BoNT-F LC inh = 1; FadD28 binding = -0.3; CCHFV vOTU inh = -4; PfHsp40 rescue = -0.5; BoNT-A LC inh2 = 1.1; TcdB inh = 0.8; Yp Topo-I inh = -4; PrPC surface inh = 8; Anthrax LF prot = 0

Next section
SMILES	BoNT-F LC inh	FadD28 binding	CCHFV vOTU inh	PfHsp40 rescue	BoNT-A LC inh2	TcdB inh	Yp Topo-I inh	PrPC surface inh	Anthrax LF prot
COC(=O)Nc1snnc1C	-6	-1.8	6	-0.4	0.1	/	-8	-5	6
COCCNC(=O)Cn1cnc2sc(C)c(S(=O)(=O)N3CCN(c4ccccc4OC)CC3)c2c1=O	1	/	-22	-1.5	-0.6	1.1	5	0	2
O=C(NCC1CCCO1)C1CCN(S(=O)(=O)c2cccnc2)CC1 (stereo not given)	-16	-1.0	17	0.1	-0.8	/	-3	-7	-1
CCC(C(=O)NC1CCCC1)N(C(=O)Cn1nnc(-c2cccs2)n1)c1cnc2ccccc2c1 (stereo not given)	0	-4.5	-3	0.4	0.0	/	24	5	2
COc1cccc(CN(C)S(=O)(=O)c2ccc3c(c2)OCCO3)c1	-27	-2.2	-12	0.7	-12	1.2	-10	-1	2
NC(COCc1ccccc1)c1csc(Nc2cc(Oc3ccccc3)ncn2)n1 (stereo not given)	-16	-2.9	2	/	-0.2	0.3	5	12	-13
CN(CC(=O)Nc1ccc(F)cc1)C(=O)CSc1nnc(Cc2ccccc2)o1	0	-4.4	21	1.1	0.1	1.3	5	-2	4
O=C(O)/C=C\C(=O)Nc1ccc(OCc2ccccc2)cc1	-17	-1.8	1	1.0	-1.9	-0.3	-10	8	2
NS(=O)(=O)c1ccc(NC2=CC(c3ccc([N+](=O)[O-])cc3)N(c3ccc(S(N)(=O)=O)cc3)C2=O)cc1 (stereo not given)	-9	-5.4	3	-1.0	-0.5	-0.6	-14	-10	-8
CCN(CC(=O)Nc1cc(Cl)ccc1C)C(=O)c1ccc(=O)n(Cc2ccccc2)n1	9	-0.5	4	-0.2	7.2	-0.1	23	1	7
COc1ccc(NC2CCCN(C(=O)c3cc(CC(C)C)nc(N)n3)C2)cc1 (stereo not given)	-4	-0.2	-3	-0.2	1.0	0.2	4	4	-4
Cc1cc(-c2ccc(N3C(=O)CCC3=O)c(C)c2)ccc1N1C(=O)CCC1=O	-3	-0.9	2	1.0	-0.4	/	1	-2	-2
CCOc1ccc(CCNC(=O)CSc2nnnn2C)cc1OCC	4	-3.6	-11	0.3	0.2	0.4	0	7	0
CCCCc1ccc(CC(=O)Nc2cc(S(=O)(=O)N3CCOCC3)ccc2O)cc1	-5	-0.9	17	-0.4	-0.5	0.5	18	-3	-5
CCc1ccc(OCC(=O)O/N=C(\N)c2ccncc2)cc1	3	2.6	5	5.7	-0.9	0.8	5	4	0
CCNc1[nH]c(=O)n(C)c(=O)c1N=O	10	-2.6	16	0.1	0.8	/	-5	-17	1
CCOC(=O)c1c(NC(=O)CSc2nnc(-c3cccnc3)o2)sc(C)c1C	-13	-3.6	0	0.0	-0.3	/	2	6	2
O=C(CN(C(=O)c1csnn1)c1ccccc1F)NCc1ccc2c(c1)OCO2	-8	0.6	2	-0.4	0.6	0.4	4	2	3
COc1ccccc1Nc1ncc(-c2cccs2)s1	5	0.3	3	-1.0	-0.3	/	-22	3	5
Cc1cccc(N2CCN(C(=O)CSc3ccsc3[N+](=O)[O-])CC2C)c1 (stereo not given)	-8	0.0	6	1.8	-0.1	/	12	-16	0
CS(=O)(=O)Nc1ccc(C(=O)NCCC2=CCCCC2)cc1	-6	1.1	3	0.7	?	/	1	1	-1
CN(C)C1=NC[C@H](Cc2ccccc2)N1CCc1ccc(F)cc1	-5	-2.0	-16	-1.5	-0.1	0.4	6	-7	4
